# HUVEC tox TNFa: cytotoxicity in TNFa-stimulated HUVEC, primary screen, cytotoxicity control for VCAM1 expression modulator project, imaging, Hoechst nuclei count; HUVEC TNFalpha-stimulated, Hoechst cell count; cell count reduction, % at 2 µM; 93,000 compounds, 0.17% hits;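 active = cell count reduction exceeding the screen mean by over 5 SD, scaled to untreated wells per plate, cut at about 78% in these data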;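 note: cells counted after 24 h of TNF alpha exposure following the 1 h pretreatment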
# HUVEC tox IL1B: cytotoxicity in IL-1B stimulated HUVEC, primary screen, cytotoxicity control for IL-1B NFkB translocation project, imaging, Hoechst nuclear count, IL-1B stimulus. HUVEC cell count loss. cell count reduction, % at 2 µM. 94,000 compounds, 0.41% hits. AID 845, 2007;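 active = cell count reduction more than 3 SD above the screen-wide mean, cut at about 70% in these data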;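 note: normalized per plate to untreated control cells as the no-loss baseline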
# MT1-MMP txn act: MT1-MMP promoter reporter activation – cell-based, luciferase luminescence, primary screen | HT1080 MT1-MMP promoter luciferase reporter, overnight; hits give high values | activation factor at 10 µM | 86,000 compounds, 0.16% hits;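 active = activation factor of at least 2 for MT1-MMP transcription at 10 µM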
# Calb biofilm kill: clotrimazole potentiators killing Candida biofilms, primary screen, with clotrimazole, Alamar Blue | C. albicans biofilm + clotrimazole | 85,000 compounds, 0.14% hits | inhibition, % at 6 µM;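 active = inhibition above 20%; inactive = inhibition below 20%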;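 note: preformed 24 hr biofilms exposed to compound for 48 hr; 0% = biofilm without compound and 100% = blank killed by clotrimazole plus chlorhexidine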
# VCAM1 TNFa inh: inhibitors of TNFa-induced VCAM1 expression, primary screen, imaging, HUVEC, TNFa stimulus, immunofluorescence; HUVEC TNFa-induced VCAM-1 immunofluorescence, high-content imaging; inhibition, % at 2 µM; 95,000 compounds, 0.48% hits; AID 802, 2007;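 active = inhibition above the batch mean plus 3 SD, with images confirmed as a hit by eye, cut at about 37% in these data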;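 note: 0% = TNF-stimulated DMSO wells and 100% = unstimulated control wells; not every result past the cut was called active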
# cytoskel mod: modifiers of F-actin cytoskeleton organization, primary screen, imaging, HUVEC, phalloidin staining, high-content imaging; HUVEC TNFa F-actin phalloidin imaging; inhibition, % at 2 µM; 91,000 compounds, 0.18% hits;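 active = inhibition above the batch mean plus 3 SD and confirmed as a hit by visual image inspection, cut at about 30% in these data, passing the limit was not always enough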; note: strong numbers were not always called active
# DAT uptake mod: changed hDAT dopamine uptake under cocaine IC80, either direction, primary screen, cocaine antagonist project, cell-based, LLC-PK1 hDAT, [14C]-dopamine uptake, MLSMR | LLC-PK1 hDAT cells, [14C]-dopamine uptake with cocaine IC80; actives deviate in either direction | B-score at 10 µM | Sodium-dependent dopamine transporter (Homo sapiens), Q01959 | 110,000 compounds, 1.3% hits | AID 449768, 2010;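 active = Z score or B-score, a plate-position-corrected score, falls beyond the plate's 99.7% confidence bounds, in either direction; inactive = both scores lie inside the 99.7% bounds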;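 note: scored against the spread of the other compound wells on the same plate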
# Target sequence (Q01959 whole entry, looked up): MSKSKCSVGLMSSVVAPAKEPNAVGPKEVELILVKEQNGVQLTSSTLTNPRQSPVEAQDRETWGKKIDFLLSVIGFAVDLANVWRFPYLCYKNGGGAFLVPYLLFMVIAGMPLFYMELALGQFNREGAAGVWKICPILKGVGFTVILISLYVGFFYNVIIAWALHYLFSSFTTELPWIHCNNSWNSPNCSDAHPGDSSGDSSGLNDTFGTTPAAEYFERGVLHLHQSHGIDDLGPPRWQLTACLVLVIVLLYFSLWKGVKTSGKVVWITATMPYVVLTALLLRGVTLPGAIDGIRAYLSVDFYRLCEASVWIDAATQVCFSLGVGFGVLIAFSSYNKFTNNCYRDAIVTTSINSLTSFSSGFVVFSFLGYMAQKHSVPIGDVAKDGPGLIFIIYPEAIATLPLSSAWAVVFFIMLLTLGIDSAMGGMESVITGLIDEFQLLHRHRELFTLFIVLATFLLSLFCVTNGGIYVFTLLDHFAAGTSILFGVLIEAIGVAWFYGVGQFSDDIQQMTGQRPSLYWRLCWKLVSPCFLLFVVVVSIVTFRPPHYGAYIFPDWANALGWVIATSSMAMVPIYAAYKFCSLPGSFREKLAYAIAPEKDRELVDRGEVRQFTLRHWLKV
# Smad3 inh: Smad3/FoxH1 peptide binding inhibitors, primary screen, biochemical, TR-FRET; TR-FRET Smad3/Dy647-FoxH1 peptide binding, europium anti-His; inhibition, % at 25 µM; 88,000 compounds, 0.29% hits; AID 630, 2007;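 active = compounds that reduce the energy-transfer binding signal between the protein and its labelled peptide by more than half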;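 note: 0% = Smad3 plus labelled peptide maximal FRET and 100% = peptide-only background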
# Target sequence (P84022 whole entry, looked up): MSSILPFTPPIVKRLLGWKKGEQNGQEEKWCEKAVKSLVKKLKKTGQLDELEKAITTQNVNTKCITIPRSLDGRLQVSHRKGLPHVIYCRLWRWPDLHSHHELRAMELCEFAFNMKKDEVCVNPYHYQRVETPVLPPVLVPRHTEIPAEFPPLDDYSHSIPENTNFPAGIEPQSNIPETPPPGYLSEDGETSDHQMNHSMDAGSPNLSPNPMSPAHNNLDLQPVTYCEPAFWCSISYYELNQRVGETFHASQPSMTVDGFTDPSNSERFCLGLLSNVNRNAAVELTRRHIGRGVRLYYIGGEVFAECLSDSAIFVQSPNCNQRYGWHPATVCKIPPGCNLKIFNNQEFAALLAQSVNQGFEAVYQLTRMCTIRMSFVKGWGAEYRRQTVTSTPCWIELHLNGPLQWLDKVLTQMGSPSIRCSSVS
# LYP inh 2: PTPN22 phosphatase inhibitors, primary screen, biochemical, DiFMUP fluorescence, 2 µM | recombinant LYP catalytic domain | 96,000 compounds, 0.21% hits | Tyrosine-protein phosphatase non-receptor type 22 (Homo sapiens), Q9Y2R2 | inhibition, % at 2 µM | AID 640, 2007;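 active = inhibition at 2 µM at or above a set limit, the screen mean plus 3 SD, cut at about 24% in these data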;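 note: 0% = DMSO with enzyme and 100% = enzyme fully blocked by orthovanadate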
# * hit, by the source's call; nt = no result given. These rows are one share of the data. The share of hits here may be higher or lower than overall.
# Fields – HUVEC tox TNFa	HUVEC tox IL1B	MT1-MMP txn act	Calb biofilm kill	VCAM1 TNFa inh	cytoskel mod	DAT uptake mod	Smad3 inh	LYP inh 2
1: CC(NC(=O)c1ccco1)c1ccc2c(c1)OCCO2 (stereo unspecified)
 : -14	8	nt	5	-2	-9	-0.032	8	5
2: COc1ccc(Oc2c(Cl)cnn(-c3ccccc3)c2=O)cc1
 : -2	-16	nt	nt	-6	-8	nt	nt	-10
3: Cn1c2ccccc2c2c(C(=O)N3CCN(c4ccccc4)CC3)cn(C3CCCC3)c(=O)c21
 : 18	-6	nt	1	-13	-12	-0.6	-7	6
4: Cc1ccc(NC(=O)c2sc3nc4c(c(-c5ccco5)c3c2N)CCC4)cc1
 : -4	1	1.2	6	0	-30	1.1	0	-2
5: CCOc1ccc(C=O)cc1CN1CCCCC1
 : 84*	-16	1.2	8	95*	-54	0.28	0	0
6: CCOC(=O)N1CCC(C(=O)Nc2ccc(OCC)cc2)CC1
 : nt	nt	1	4	nt	nt	-0.27	6	nt
7: Fc1cccc(Cl)c1CSc1ncn[nH]1
 : -20	-5	nt	nt	-6	-31	-0.25	nt	-2
8: COc1ccc(CCNC(=O)CC2Nc3ccccc3NC2=O)cc1OC (stereo unspecified)
 : -37	-11	1.1	7	16	4	-0.38	-5	-7
9: COc1ccc(S(=O)(=O)NCCSCc2ccco2)cc1C
 : -24	-6	1.2	6	3	4	0.17	2	-22
10: FC(F)(F)c1cccnc1N1CCN(c2ncnc3nc[nH]c23)CC1
 : nt	nt	1.1	29*	nt	nt	0.26	-7	nt
11: Cc1ccc(S(=O)(=O)NCCNC(=O)c2cc(OCC(F)(F)F)ccc2OCC(F)(F)F)cc1
 : -18	-24	nt	nt	9	13	-0.18	nt	6
12: COc1cc(NC(=O)c2ccco2)c(C(=O)OCC(=O)Nc2ncc(Cl)cc2Cl)cc1OC
 : -12	-3	nt	nt	18	-7	0.07	nt	-6
13: c1ccc(-n2ncc3c(NCCCN4CCOCC4)ncnc32)cc1
 : 44	-10	1.8	7	8	6	0.44	-7	-6
14: COc1ccc(/C=C2/S/C(=N/N=C3\CC4CCC3(C)C4(C)C)NC2=O)cc1 (stereo unspecified)
 : 8	-52	nt	nt	16	-10	nt	nt	8
15: COc1ccc(CNC(=O)c2cc(-c3cccs3)on2)cc1
 : -4	-9	1.2	11	-4	0	0.27	5	2
16: CCc1cc2c(=O)[nH]c(Cc3ccc(Cl)cc3)nc2s1
 : -8	6	nt	nt	-26	-4	-1.1	nt	-2
17: CCN(CC)C(=O)CSc1nnc(-c2cccs2)n1Cc1ccco1
 : -2	5	1.1	7	19	-12	1.8	-4	-14
18: Cc1nnc(SCc2ccc(F)cc2Cl)s1
 : -15	-14	1.3	10	11	32	0.037	8	14
19: O=C(NCCc1ccncc1)Nc1ccccc1Cl
 : 4	-15	1	9	17	6	-0.24	3	-6
20: O=C(NCc1ccc2c(c1)OCO2)c1ccc(NS(=O)(=O)c2ccc3c(c2)OCCO3)cc1
 : 3	-20	1	3	14	-14	0.095	-2	0
21: COc1c(Cl)ccc(Cl)c1C(=O)NC(=O)N1CCOCC1
 : -14	4	1	6	4	-25	-1.3	2	2
22: COc1ccc(NC(=S)NCC2CCCO2)c(OC)c1 (stereo unspecified)
 : -46	-22	nt	nt	8	24	-0.33	nt	12
23: CCN(CC)CCNC(=O)C12CC3CC(CC(C3)C1)C2
 : -19	-13	1	0	12	8	-0.49	4	-5
24: CCOc1ccc(NC(=O)CCS(=O)(=O)c2ccc3c(c2)CCCN3C(=O)CC)cc1
 : -16	-37	1.1	6	1	5	1.3	4	7
25: CC1=C(C(=O)OC(C)C)C(c2cccnc2)n2ncnc2N1 (stereo unspecified)
 : nt	nt	1.1	-3	nt	nt	-0.045	-1	nt
26: Cc1cccc(OCC(O)Cn2c(NCc3cccnc3)nc3c2c(=O)[nH]c(=O)n3C)c1 (stereo unspecified)
 : 0	25	1.1	nt	5	2	0.2	nt	9
27: Cc1noc(C)c1C(=O)NCc1ccco1
 : -19	-5	1.1	-2	12	6	-0.84	-14	-4
28: O=C(CSc1nnc(-c2cccnc2)o1)Oc1ccccc1
 : -28	-8	1.1	nt	-14	0	0.21	nt	-3
29: CCc1ccccc1N1CC23C=CC(O2)C(C(=O)OC)C3C1=O (stereo unspecified)
 : nt	nt	1	4	nt	nt	-0.53	2	nt
30: O=C1CN=C(Nc2cccc(C(F)(F)F)c2)N1C1CCCC1
 : -23	-23	1.1	7	-8	1	0.12	0	-8
31: CC(C)Oc1ccc(CSC(=N)N)cc1
 : -11	19	nt	nt	-5	11	1	nt	-2
32: C=CCn1c2ccccc2c2nnc(SCCCn3c(=O)[nH]c4ccccc43)nc21
 : -9	28	1	nt	-15	-5	3.7*	nt	-5
33: CCOc1ccc2nc(N3CCCC(C(=O)NCCCN4CCOCC4)C3)sc2c1 (stereo unspecified)
 : nt	nt	1.5	4	nt	nt	0.46	-6	nt
34: CN(C)c1nc(NCc2ccccc2)nc(Oc2ccc(=O)[nH]n2)n1
 : 4	1	1	-4	-5	5	-0.47	1	1
35: CCOc1ccc2nc(N3CCCN(C(=O)Nc4ccccc4C)CC3)c(C#N)cc2c1
 : nt	nt	1.2	3	nt	nt	0.82	0	nt
36: Cc1nn2c(-c3ccc(Cl)cc3)nnc2s1
 : nt	nt	1.1	2	nt	nt	-0.74	5	nt
37: c1ccc(-c2csc(NNC3=NCCCCC3)n2)cc1
 : -2	6	1.2	1	-18	-6	0.095	3	11
38: Cc1ccc2c(c1)c1ncnc(N3CCC4(CC3)OCCO4)c1n2C
 : -5	-23	1.9	1	-2	4	0.15	4	4
39: Cc1cc(N2CCN(c3ccccc3)CC2)n2c(n1)nc1ccccc12
 : 1	6	1.1	8	36	-21	0.93	5	-3
40: CCOC(=O)C(C)Sc1ncnc2c1nnn2-c1ccc(F)cc1 (stereo unspecified)
 : -12	25	1.1	7	-8	-12	1	-14	9
41: COc1ccc(NC(=O)CCN2CCC(C)CC2)cc1
 : -43	-47	nt	6	20	-7	-1.1	-1	-1
42: O=S(=O)(Nc1ccc2nc(C(F)(F)F)[nH]c2c1)c1ccccc1
 : -46	-46	1.1	nt	-24	5	-0.1	17	-1
43: CCCCCCCCCC(=O)N/N=C/c1ccc(C)s1
 : -11	-29	nt	nt	18	3	0.94	nt	-4
44: COc1ccc(C(NC(=O)c2cccnc2)c2cc(Cl)c3cccnc3c2O)cc1OC (stereo unspecified)
 : -4	-10	nt	nt	8	11	0.0025	nt	8
45: O=C(NCc1cn2ccsc2n1)c1c(F)cccc1Cl
 : -27	-6	1.2	0	-2	4	0.76	-8	-12

# Another view of some results above:
nr	SMILES	HUVEC tox TNFa	HUVEC tox IL1B	MT1-MMP txn act	Calb biofilm kill	VCAM1 TNFa inh	cytoskel mod	DAT uptake mod	Smad3 inh	LYP inh 2
36	Cc1nn2c(-c3ccc(Cl)cc3)nnc2s1	nt	nt	1.1	2	nt	nt	-0.74	5	nt
37	c1ccc(-c2csc(NNC3=NCCCCC3)n2)cc1	-2	6	1.2	1	-18	-6	0.095	3	11
38	Cc1ccc2c(c1)c1ncnc(N3CCC4(CC3)OCCO4)c1n2C	-5	-23	1.9	1	-2	4	0.15	4	4
39	Cc1cc(N2CCN(c3ccccc3)CC2)n2c(n1)nc1ccccc12	1	6	1.1	8	36	-21	0.93	5	-3
40	CCOC(=O)C(C)Sc1ncnc2c1nnn2-c1ccc(F)cc1 (stereo unspecified)	-12	25	1.1	7	-8	-12	1	-14	9
41	COc1ccc(NC(=O)CCN2CCC(C)CC2)cc1	-43	-47	nt	6	20	-7	-1.1	-1	-1
42	O=S(=O)(Nc1ccc2nc(C(F)(F)F)[nH]c2c1)c1ccccc1	-46	-46	1.1	nt	-24	5	-0.1	17	-1
43	CCCCCCCCCC(=O)N/N=C/c1ccc(C)s1	-11	-29	nt	nt	18	3	0.94	nt	-4
44	COc1ccc(C(NC(=O)c2cccnc2)c2cc(Cl)c3cccnc3c2O)cc1OC (stereo unspecified)	-4	-10	nt	nt	8	11	0.0025	nt	8
45	O=C(NCc1cn2ccsc2n1)c1c(F)cccc1Cl	-27	-6	1.2	0	-2	4	0.76	-8	-12

# Further entries.
# Fields – HUVEC tox TNFa	HUVEC tox IL1B	MT1-MMP txn act	Calb biofilm kill	VCAM1 TNFa inh	cytoskel mod	DAT uptake mod	Smad3 inh	LYP inh 2
46: CN1/C(=C\C(=O)COc2ccc3c(c2)OCO3)C(C)(C)c2ccccc21
 : 14	2	1.1	5	1	12	nt	15	-1
47: C=CCNC(=O)C1CC(=O)N(c2ccc(OCC(=O)Nc3ccccc3)cc2)C1 (stereo unspecified)
 : -30	-18	1.7	7	16	-10	0.11	0	-25
48: COCCNC(=O)CSc1nc2ccccc2c(=O)n1-c1cccc(OC)c1
 : -12	-37	1.3	1	25	-13	-0.025	-5	-19
49: O=C(c1ccc(Cn2cc(Cl)cn2)cc1)N1CCN(c2ccccc2)CC1
 : -9	-28	1.2	3	10	2	0.63	3	0
50: CCc1ccc(NS(=O)(=O)c2cc(OC)ccc2OC)cc1
 : 81*	6	0.9	nt	40	9	0.072	4	0
51: O=C(O)CSCc1cnn(-c2ccccc2)c1-n1cccc1
 : nt	-23	1	5	nt	nt	-0.38	10	-3
52: CC(C)C(=O)NCCc1nc2ccccc2n1C
 : 12	5	1	nt	9	8	-1.1	-7	8
53: Cc1ccc(S(=O)(=O)NCC(=O)OC(C)C(=O)Nc2ncc(Cl)cc2Cl)cc1 (stereo unspecified)
 : -5	-5	1.1	3	-7	-12	-0.4	-3	2
54: CN(C(=O)c1ccccc1C(=O)c1ccccc1)C1CCS(=O)(=O)C1 (stereo unspecified)
 : -12	6	1	-1	22	-10	-0.09	-12	-4
55: CN(Cc1ccccc1)C(=O)c1cc(-c2ccc(Br)cc2)on1
 : nt	-6	1.2	9	nt	nt	-0.039	10	2
56: CCOc1nc(Nc2cc(Cl)ccc2OC)nc(OCC)n1
 : nt	-31	1.1	2	3	-1	1.5	9	7
57: CC(C)C(c1nnnn1C1CCCCC1)N1CCCc2ccccc21 (stereo unspecified)
 : -5	24	1.1	nt	13	3	-0.41	1	-3
58: O=c1c2cnn(-c3ccc(F)cc3)c2ncn1Cc1ccc(F)cc1
 : -14	3	1.2	9	-8	-2	0.51	3	4
59: CN(C)S(=O)(=O)c1cccc(C(=O)Nc2cc(Cl)cc(Cl)c2)c1
 : -8	-16	nt	nt	-7	-3	-0.063	nt	-7
60: O=[N+]([O-])C(/C=C(\Cl)[N+](=O)[O-])=C1N(Cc2ccc(Cl)nc2)CCN1Cc1ccc(Cl)nc1
 : -8	20	nt	nt	8	-11	0.00031	nt	4
61: CCC(=O)Nc1ccc(S(=O)(=O)NCC2CCCO2)cc1 (stereo unspecified)
 : -27	-47	1.2	5	5	-9	-0.56	-1	-9
62: CC(C)(CNC(=O)c1cc2ccccc2o1)N1CCOCC1
 : -8	-2	1.1	6	6	-4	-0.15	1	2

# Assay outcomes deposited in PubChem by several laboratories.
